Screening data: PubChem BioAssay, several laboratories
FLuc inh counter = counter-screen for luciferase assay inhibitors: firefly luciferase inhibition | P08659 | inhibition, % at 10 µM | actives 1.5% (n = 200,000) | ATPLite firefly luciferase biochemical luminescence, 10 min | AID 1006;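 active = inhibition above about 50% when tested at 10 µM, limit read from the data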
PMI act hi M6P = increases human PMI activity with near-saturating mannose 6-phosphate. activation factor at 20 µM. coupled PMI enzyme assay, resazurin fluorescence, 20 min; hits give high values; 1 = untreated enzyme, 0 = substrate-free blank. actives 0.34% (n = 190,000);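 active = activation factor of 2 or more at 20 µM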
Target sequence (P34949 whole entry, looked up): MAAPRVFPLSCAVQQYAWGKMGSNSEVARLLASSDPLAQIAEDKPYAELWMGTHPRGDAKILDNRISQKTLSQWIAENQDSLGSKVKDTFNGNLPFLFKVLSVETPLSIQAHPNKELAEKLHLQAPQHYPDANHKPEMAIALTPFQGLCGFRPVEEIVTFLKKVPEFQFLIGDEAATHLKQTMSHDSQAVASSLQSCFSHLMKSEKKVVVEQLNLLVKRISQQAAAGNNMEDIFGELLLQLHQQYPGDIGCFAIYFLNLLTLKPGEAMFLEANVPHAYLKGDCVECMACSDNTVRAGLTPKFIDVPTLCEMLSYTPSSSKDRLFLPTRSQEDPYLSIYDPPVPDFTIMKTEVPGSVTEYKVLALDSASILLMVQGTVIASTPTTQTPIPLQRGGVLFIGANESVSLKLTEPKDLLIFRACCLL
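Material: human phosphomannose isomerase with PGI, G6PDH, diaphorase coupling enzymes; amount: PMI at 15 ng/mL final; also added: Mannose-6-phosphate 1.0 mM (near-saturating) plus 0.22 mM NADP+; incubation: enzyme reaction with compound 20 min at room temperature; signal: resorufin fluorescence (Ex 544/Em 590 nm) from resazurin via diaphorase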
TNAP inh no acc = inhibitors of human TNAP without phosphate acceptor; P05186; purified TNAP, CDP-star luminescence, 30 min; inhibition, % at 20 µM; actives 0.26% (n = 200,000); AID 1012;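 active = tissue-nonspecific alkaline phosphatase inhibition above about 50% at 20 µM in the single-dose screen, limit read from the data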;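 also: 0% = DMSO negative control and 100% = EDTA positive control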
Target sequence (P05186 whole entry, looked up): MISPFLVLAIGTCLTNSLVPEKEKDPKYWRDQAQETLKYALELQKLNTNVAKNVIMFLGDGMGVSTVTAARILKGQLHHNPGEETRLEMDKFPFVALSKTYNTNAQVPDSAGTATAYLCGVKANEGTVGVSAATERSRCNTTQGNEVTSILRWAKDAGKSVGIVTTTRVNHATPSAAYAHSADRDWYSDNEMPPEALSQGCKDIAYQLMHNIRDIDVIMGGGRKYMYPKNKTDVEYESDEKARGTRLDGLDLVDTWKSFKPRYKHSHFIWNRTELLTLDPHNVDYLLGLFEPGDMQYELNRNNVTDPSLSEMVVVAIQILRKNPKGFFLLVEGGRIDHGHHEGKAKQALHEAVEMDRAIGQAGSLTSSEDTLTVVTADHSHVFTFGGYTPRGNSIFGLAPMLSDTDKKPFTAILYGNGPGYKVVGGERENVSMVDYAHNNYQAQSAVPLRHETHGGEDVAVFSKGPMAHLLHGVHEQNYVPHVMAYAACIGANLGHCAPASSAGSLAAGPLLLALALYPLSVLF
bIAP activator = increases bovine intestinal alkaline phosphatase activity; actives 0.17% (n = 200,000); purified bovine IAP, CDP-star luminescence, 30 min; hits give high values; fold of DMSO-control signal, blank-subtracted; activation factor at 20 µM;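 active = activation factor of 2 or more at 20 µM, a signal rise over negative controls twice the positive control's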
APP 5'UTR act = activates APP 5'UTR luciferase reporter; SH-SY5Y APP 5'UTR luciferase reporter, luminescence; zero percent = DMSO vehicle wells; actives 1% (n = 190,000); activation, % at 2 µM;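 active = activation above a set limit, based on mean plus 3 SD of controls, cut at about 140% in these data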; also: values of inactives mirror those of a sister screen read the other way
TNAP act hiacc = TNAP (human) activation, high acceptor; P05186; purified TNAP, CDP-star luminescence, 1 M DEA, 30 min; hits give high values; 0 = EDTA background, 1 = DMSO-only activity; activation factor at 20 µM; 200,000 tested, under 10 active;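 active = activation factor at least 2 at 20 µM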
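Test system – human TNAP · Doses – 20 µM single point · Incubation – 30 min, room temperature · Signal – luminescent substrate turnover signal · Read-out basis – activation factor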
PMI act = increases human mannose-6-phosphate isomerase activity; P34949; purified human PMI, coupled resazurin fluorescence, 20 min; hits give high values; 1 = vehicle control, 0 substrate-free wells; activation factor at 20 µM; actives 0.005% (n = 190,000); AID 1214;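 active = activation factor of 2 or more at 20 µM, relative to plate controls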
NF-kB expr up = raises NF-kB expression in human neuronal cells; NF-kB reporter expression; hits give high values; fold change at 12.5 µM; actives 1.6% (n = 190,000); AID 1239; in the data active = fold change above about 3.3
FLuc act counter = affects firefly luciferase, flagging false hits in luciferase stimulation screens. 200,000 tested, under 10 active. AID 1027. ATPlite luciferase biochemical, luminescence, 10 min; 0 = ATP-free wells, 1 = DMSO control. activation factor at 10 µM;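 active = luciferase activation factor, scaled between plate controls, of at least 2 with compound at 10 µM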
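Assay system: Luciferase/luciferin detection reagent, cell-free biochemical luciferase assay / Also added: ATP substrate / Schedule: 10 min at ambient temperature / Measured by: luminescence measurement of luciferase light output / Benchmarks: low control with PBS replacing ATP, high control enzyme plus ATP without compound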
TNAP inh hiacc = blocks human TNAP under high phosphate acceptor concentration; P05186; purified TNAP, CDP-star luminescence, 1 M DEA; inhibition, % at 20 µM; actives 0.03% (n = 200,000);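 active = over 50% inhibition of tissue-nonspecific alkaline phosphatase at 20 µM in the single-dose screen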;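 also: plate controls were DMSO wells for no effect and EDTA-quenched wells as full inhibition for full effect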
Starred values were filed as active, the others as inactive.

item | mol | FLuc inh counter | PMI act hi M6P | TNAP inh no acc | bIAP activator | APP 5'UTR act
1 | COc1ccc(OC)c(-c2cc(C(=O)N3CCN(c4ncccn4)CC3)c3ccccc3n2)c1 | -6 | 1 | -3 | 0.9 | -13
2 | CC1CCN(S(=O)(=O)c2ccc(N/N=C(/C#N)C(N)=O)cc2)CC1 | -3 | 1 | 4 | 0.7 | 2
3 | CC(C)c1ccc(N=C(N)N=C(N)N)cc1 | -5 | 1 | -12 | 0.9 | -1
4 | Cc1sc2nc(C)n(/N=C/c3ccc(O)cc3O)c(=O)c2c1C | -7 | 1 | -14 | 1 | 1
5 | Cc1ccc(Cl)c(OCC(=O)Nc2sc(C)c(C)c2C#N)c1 | -7 | 1.2 | -9 | 1 | 59
6 | Cc1ccc(-c2ccc(C3C(C#N)=C(N)Oc4n[nH]c(C)c43)o2)cc1 (stereo not drawn) | -5 | 0.8 | 9 | 1 | -5
7 | Cc1c(C(=O)C(=O)N2CCCc3ccccc32)c2ccccc2n1C | -1 | 0.9 | -5 | 1 | -11
8 | COc1cc(OC)c(NC(=O)c2ccccc2F)cc1Cl | 2 | 1 | -3 | 0.9 | 0
9 | COc1ccc(C(=O)Nc2cc([N+](=O)[O-])ccc2N2CCN(C)CC2)cc1 | -2 | 1 | -3 | 0.9 | -20
10 | O=C(CSc1nc(O)cc(=O)n1-c1ccccc1)NCc1ccccc1 | -4 | 0.9 | -10 | 0.9 | 1
11 | CC(C)N1CCN(Cc2ccccc2-c2ccco2)CC1CCO (stereo not drawn) | -6 | 1 | -7 | 0.9 | -21
12 | O=C(CN1CCN(Cc2ccccc2)CC1)Nc1ccc([N+](=O)[O-])cc1C(=O)Nc1ccccc1F | -3 | 0.9 | -18 | 0.9 | 5

item | TNAP act hiacc | PMI act | NF-kB expr up | FLuc act counter | TNAP inh hiacc
1 | 1 | 1 | 0.33 | 1.1 | 2
2 | 0.9 | 0.9 | 1.2 | 1 | 8
3 | 1 | 1 | 0.99 | 1 | 0
4 | 1 | 1 | 1.5 | 1.1 | -4
5 | 1.1 | 1.1 | 1.4 | 1.1 | -6
6 | 0.9 | 1.1 | 0.8 | 1 | 6
7 | 1 | 0.8 | 1.6 | 1 | 4
8 | 1 | 1 | 1.3 | 1 | 0
9 | 1 | 1 | 1.2 | 1 | 0
10 | 1 | 0.9 | 1.2 | 1 | 0
11 | 1 | 1 | 1.2 | 1.1 | -4
12 | 1 | 0.8 | 0.51 | 1 | -2

Arranged by value in NF-kB expr up (highest first): 3 from the list above
No.	structure	PMI act hi M6P	TNAP inh no acc	bIAP activator	APP 5'UTR act	TNAP act hiacc	PMI act	NF-kB expr up	TNAP inh hiacc
5	Cc1ccc(Cl)c(OCC(=O)Nc2sc(C)c(C)c2C#N)c1	1.2	-9	1	59	1.1	1.1	1.4	-6
3	CC(C)c1ccc(N=C(N)N=C(N)N)cc1	1	-12	0.9	-1	1	1	0.99	0
1	COc1ccc(OC)c(-c2cc(C(=O)N3CCN(c4ncccn4)CC3)c3ccccc3n2)c1	1	-3	0.9	-13	1	1	0.33	2

(cont.)
item | mol | FLuc inh counter | PMI act hi M6P | TNAP inh no acc | bIAP activator | APP 5'UTR act
13 | Oc1ccc(CNc2ccccc2)c2cccnc12 | -7 | 0.3 | -10 | 1 | 3
14 | CCc1nnc(NC(=O)c2ccc(OC)cc2)s1 | 83* | 0.9 | -11 | 0.9 | 129
15 | COCc1nc2sc3c(c2c(=O)[nH]1)CCCC3 | 11 | 1 | -8 | 0.7 | -8
16 | CSc1nnc(CNC(=O)C23CC4CC(CC(C4)C2)C3)n1Cc1ccccc1 | -5 | 1 | -10 | 0.8 | 15
17 | CCCCCCCCCCCC(=O)N/N=C/c1ccco1 | -9 | 1 | -7 | 0.5 | -5
18 | CC1CCCC(NC(=O)COC(=O)Cc2cn3ccsc3n2)C1C (stereo not drawn) | -10 | 1.1 | -10 | 1.1 | -6
19 | COCCN=c1scc(-c2ccco2)n1/N=C/c1ccc(O)c(O)c1O | 13 | 0.5 | 19 | 1 | 1
20 | COc1ccc(C2=NCCc3cc(OC)c(OC)cc32)cc1OC | -3 | 0.9 | -8 | 1 | -10
21 | COC(=O)C1=C(C)Nc2ncnn2C1c1ccc(OCc2ccccc2)cc1 (stereo not drawn) | -2 | 1 | -13 | 1 | -11
22 | CCOc1cc(-c2noc(-c3cccnc3)n2)ccc1OC | -3 | 1 | -9 | 0.9 | 4
23 | COc1ccc(OC)c(-c2nc(CN3CCCCC3c3cccnc3)c(C)o2)c1 (stereo not drawn) | -4 | 0.8 | -10 | 1 | -25
24 | Cc1cc2nnn(-c3nnc(-c4ccccc4)c4ccccc34)c2cc1C | -11 | 1 | -2 | 1 | 1

item | TNAP act hiacc | PMI act | NF-kB expr up | FLuc act counter | TNAP inh hiacc
13 | 1 | 0.5 | 0.91 | 1.1 | -4
14 | 1 | 1 | 4* | 0.2 | -2
15 | 1 | 1 | 1.5 | 0.9 | 0
16 | 1 | 0.9 | 0.7 | 1 | 1
17 | 1.1 | 0.9 | 1.3 | 1.1 | -6
18 | 1 | 1.1 | 0.97 | 1.1 | -3
19 | 0.9 | 0.3 | 1.2 | 0.9 | 12
20 | 1 | 0.9 | 0.95 | 1 | 0
21 | 1.1 | 1.1 | 1.2 | 1 | -6
22 | 1 | 0.9 | 0.85 | 1 | 0
23 | 1.1 | 0.9 | 1.1 | 1 | -6
24 | 1.1 | 1.1 | 0.99 | 1.1 | -8

Five entries picked at random from those above:
item | mol | FLuc inh counter | PMI act hi M6P | TNAP inh no acc | bIAP activator | APP 5'UTR act
24 | Cc1cc2nnn(-c3nnc(-c4ccccc4)c4ccccc34)c2cc1C | -11 | 1 | -2 | 1 | 1
17 | CCCCCCCCCCCC(=O)N/N=C/c1ccco1 | -9 | 1 | -7 | 0.5 | -5
15 | COCc1nc2sc3c(c2c(=O)[nH]1)CCCC3 | 11 | 1 | -8 | 0.7 | -8
16 | CSc1nnc(CNC(=O)C23CC4CC(CC(C4)C2)C3)n1Cc1ccccc1 | -5 | 1 | -10 | 0.8 | 15
13 | Oc1ccc(CNc2ccccc2)c2cccnc12 | -7 | 0.3 | -10 | 1 | 3

item | TNAP act hiacc | PMI act | NF-kB expr up | FLuc act counter | TNAP inh hiacc
24 | 1.1 | 1.1 | 0.99 | 1.1 | -8
17 | 1.1 | 0.9 | 1.3 | 1.1 | -6
15 | 1 | 1 | 1.5 | 0.9 | 0
16 | 1 | 0.9 | 0.7 | 1 | 1
13 | 1 | 0.5 | 0.91 | 1.1 | -4

The results go on:
item | mol | FLuc inh counter | PMI act hi M6P | TNAP inh no acc | bIAP activator | APP 5'UTR act
25 | O=C1CCCC/C1=C\Nc1ccc(O)cc1 | 1 | 0.8 | -7 | 1 | -15
26 | O=C(NC1CCCC1)c1ccc([N+](=O)[O-])s1 | -4 | 0.9 | -6 | 0.9 | 4
27 | COC(=O)c1ccccc1NC(=O)C(=O)NCc1ccncc1 | -9 | 1.1 | -5 | 1 | 13
28 | Cc1cccc(OCCCC(=O)Nc2ccc(S(=O)(=O)Nc3onc(C)c3C)cc2)c1C | 2 | 1 | -8 | 1 | 12
29 | O=C(c1ccc(S(=O)(=O)N2CCOCC2)cc1)N(Cc1ccco1)Cc1cccs1 | -7 | 0.9 | -7 | 1 | -2
30 | CC(C)OCCCNC(=O)Cn1nc(-c2ccccc2)ccc1=O | 0 | 1.1 | -12 | 1 | 5
31 | Cc1cc(C(=O)N/N=C/c2ccc(O)c([N+](=O)[O-])c2)c(C)n1-c1ccc(F)cc1 | 49 | 1 | 0 | 0.9 | 3
32 | Cc1c(Cl)cccc1NC(=S)NCC(C)C | -7 | 1.1 | -3 | 0.8 | -5
33 | CCOC(=O)COc1nc(OC)nc(N2CCOCC2)n1 | -6 | 0.9 | -12 | 0.9 | 0
34 | COc1cccc(-n2c(Cn3nc(C(F)(F)F)cc3C)n[nH]c2=S)c1 | -9 | 1.1 | 4 | 1.1 | 15
35 | CCOC(=O)CSc1nc2c(sc(=S)n2Cc2ccco2)c(=O)n1-c1ccc(F)cc1 | -3 | 0.9 | -5 | 1 | 2
36 | COc1ccc(CC(=O)N2N=C(C)CC2(O)c2cccnc2)cc1 (stereo not drawn) | -1 | 1.1 | 1 | 1.3 | 18

item | TNAP act hiacc | PMI act | NF-kB expr up | FLuc act counter | TNAP inh hiacc
25 | 1 | 0.8 | 1.9 | 1 | -3
26 | 1 | 1 | 1.2 | 1 | 4
27 | 1.1 | 1 | 0.94 | 1.1 | -6
28 | 1 | 1 | 1.1 | 1 | -4
29 | 1.1 | 1 | 0.89 | 1.1 | -6
30 | 1 | 1.1 | 1.1 | 1 | -4
31 | 0.9 | 1.1 | 1.2 | 0.5 | 11
32 | 1.1 | 1.1 | 1.3 | 1.1 | -6
33 | 1.1 | 0.8 | 1 | 1.1 | -6
34 | 1 | 1.1 | 1.5 | 1.1 | 3
35 | 1 | 0.8 | 1.1 | 1 | -3
36 | 1 | 1 | 1.2 | 1 | -1

New compounds follow:
item | mol | FLuc inh counter | PMI act hi M6P | TNAP inh no acc | bIAP activator | APP 5'UTR act
37 | O=C1NCCN1Cc1cccc(Cl)c1 | -9 | 0.9 | -12 | 0.8 | -3
38 | O=C1C=C(NCCOC23CC4CC(CC(C4)C2)C3)C2(CCCCC2)O1 | -6 | 1 | -14 | 0.9 | 0
39 | Cc1ccccc1OCCOc1cccc(/C=N/NC(=O)Cc2nnc(N)s2)c1 | -1 | 1 | -8 | 0.9 | 83
40 | Cc1cc(C)c(NC(=O)CN2C(=O)NC3(CCOc4ccccc43)C2=O)c(C)c1 (stereo not drawn) | -5 | 0.9 | -6 | 1 | 0
41 | Cc1ccc(-c2[nH]c3ccccc3c2SCCNC(=O)c2ccc(S(=O)(=O)N3CCOCC3)cc2)cc1 | -6 | 0.9 | -2 | 0.9 | 5
42 | Cc1cc(C)cc(-n2nnc(C(=O)NCc3ccc(Cl)cc3)c2N)c1 | -2 | 0.8 | -12 | 1 | -15
43 | CCOC(=O)C(CC)Sc1nc2c(c(=O)[nH]c(=O)n2C)n1CCc1ccccc1 (stereo not drawn) | -1 | 1.1 | -13 | 2.8* | 15
44 | CC(=O)c1cc2c(cc1NC(=O)C1CCC1)OCO2 | -3 | 1 | -7 | 1.1 | -14
45 | Oc1[nH]c2ccc(Br)cc2c1N=Nc1ccc(C(F)(F)F)cn1 | 2 | 0.9 | -8 | 1.2 | -10
46 | C=CCOc1ccccc1CNn1nnnc1N | -3 | 1 | -6 | 1 | -1
47 | Cn1c(=O)cc(OCCCC(=O)NCCCN2CCN(Cc3ccccc3)CC2)c2ccccc21 | -2 | 0.9 | -6 | 1.1 | -1
48 | COc1ccc(CCNC(=O)C2CCCN2S(=O)(=O)c2ccc(F)cc2)cc1OC (stereo not drawn) | -6 | 1 | -9 | 1.1 | 10

item | TNAP act hiacc | PMI act | NF-kB expr up | FLuc act counter | TNAP inh hiacc
37 | 1.1 | 1 | 1.2 | 1.1 | -6
38 | 1 | 1 | 1.1 | 1.1 | 3
39 | 1 | 1.1 | 1.4 | 1 | -4
40 | 1 | 0.9 | 1.3 | 1.1 | -3
41 | 1 | 0.9 | 0.69 | 1.1 | -1
42 | 1 | 0.9 | 1.3 | 1 | -3
43 | 1 | 1 | 1 | 1 | -4
44 | 1 | 1 | 1.3 | 1 | -5
45 | 0.9 | 0.8 | 1 | 1 | 13
46 | 1.1 | 0.9 | 1.1 | 1 | -8
47 | 1 | 1 | 1 | 1 | -2
48 | 1.1 | 1 | 1.3 | 1.1 | -5
